Luciferase inh: inhibitors of firefly luciferase; P08659; purified firefly luciferase, luminescence, 8 min; Potency, µM (doses to about 57.1 µM), for the others: at the top dose activity change, negative = inhibition, actives largely listed as inhibitors; 2.2% of 72,000 active; AID 411; also: potency is read from the fitted curve at half-maximal effect; % is scaled to controls: 0 for no effect and ±100 for the full control effect; nearly all actives have a fitted effect of over 40% in size
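Compounds were tested as concentration series (qHTS) against purified P. pyralis luciferase with luciferin and 10 uM ATP in 50 mM imidazole pH 7.2, 50 mM KCl, 7 mM MgCl2, 0.01% Tween 20, 0.05% BSA. Luminescence was read after 8 min at ambient temperature.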
BRCT inh green: inhibitors of human BRCA1 BRCT-phosphoprotein interaction (green fluorophore); 0.05% of 75,000 active; Potency, µM (top dose mostly 76.9 µM), for the others: at the highest dose activity change, negative = inhibition, hits mostly inhibitors; AID 875; BRCA1 BRCT-phosphopeptide binding, green fluorescence polarization; P38398;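 also: potency is read from the fitted curve at half-maximal effect; plate controls were peptide without protein for full effect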
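Compounds were incubated for 12 min at room temperature with a complex of 100 nM fluorescein-tagged pBACH1 decapeptide and 250 nM His-tagged BRCT protein. Buffer was phosphate pH 7.3 with EDTA, DTT and Tween 20. Disruption of binding lowers the polarization signal.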
Tau fil binding: binds recombinant human tau filaments; P10636; recombinant tau filaments, thioflavin S fluorescence, 15 h; filaments grown with octadecylsulfate alongside compound; Potency, µM (doses to about 57.1 µM), inactives show at the highest dose activity change, negative = inhibition; 2% of 71,000 active;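 also: potency is read from the fitted curve at half-maximal effect; % is scaled to controls: 0 for no effect and ±100 for the full control effect; actives lower thioflavin S fluorescence by blocking filaments or displacing dye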
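Tau 2 uM in ThS buffer dispensed; compound added; 60 uM ODS added (finals 1 uM tau, 30 uM ODS); 15 h 37 C; fluor ex450/em510.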
Casp1 inh: blocks human caspase-1 allosterically or competitively; Caspase-1 enzyme, Ac-WEHD-AFC fluorogenic rate; Potency, µM (top dose mostly 57.5 µM), for the others: at the top dose activity change, negative = inhibition, usual class: inhibitors; 0.03% of 75,000 active;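 also: potency is read from the fitted curve at half-maximal effect; plate controls were vehicle for no effect and no substrate for full effect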
Casp7 inh: blocks human caspase-7 allosterically or competitively; P55210; recombinant caspase-7, Ac-DEVD-AFC fluorescence rate; Potency, µM (doses to about 57.5 µM), for inactives: at the top dose activity change, negative = inhibition, hits mostly inhibitors; 0.02% of 75,000 active; active = well fitted inhibition curve with a large enough effect in the main read-out, with a control signal flat, not every such curve was filed as active; inconclusive = small, poorly fitted or top-dose-only effect, or a change in a side signal; also: potency is read from the fitted curve at half-maximal effect; % of control where 0% means no effect
BRCT inh red: BRCT-phosphoprotein interaction inhibition (red fluorophore); BRCT-phosphopeptide binding, red fluorescence polarization; Potency, µM (highest dose often 76.9 µM), for inactives: at the top dose activity change, negative = inhibition, hits mostly inhibitors; P38398; 0.03% of 75,000 active; also: % is scaled to controls: 0 for no effect and ±100 for the full control effect
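Fluorescence polarization: 100 nM His-tagged BRCA1 BRCT with 100 nM TAMRA-labelled phospho-BACH1 decapeptide, phosphate buffer pH 7.3 with 150 mM NaCl, DTT, 0.01% Tween 20; 12 min RT. Binding inhibition seen as FP decrease.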
USP2a inhib: USP2a (human) protease inhibition; USP2a enzymatic assay, qHTS inhibition; 0.1% of 60,000 active; AID 927; O75604; Potency, µM (titrated, usually from 38.3 µM), for inactives: at the highest dose activity change, negative = inhibition, hits mostly inhibitors;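 also: potency is read from the fitted curve at half-maximal effect; nearly all actives have a fitted effect of over 60% in size; plate controls were DMSO for no effect and NEM full inhibition control for full effect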
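20 nM USP2 core + cpd, 30 min RT; add 20 nM Ub-PLA2/20 uM NBD C6-HPC; read Ex460/Em535 at 0 h and 2.5 h. Normalized to NEM; qHTS curve fit/classification.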
HEK293 cAMP ctrl: parental HEK293 cAMP activation (counter-screen) | parental HEK293 CNG cAMP sensor, membrane potential fluorescence | Potency, µM (top dose mostly 57.1 µM), for the others: at the highest dose activation, hits mostly activators | 2.5% of 73,000 active; also: potency is read from the fitted curve at half-maximal effect; % of control where 0% means no effect; nearly all actives have a fitted effect of over 55% in size
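Counterscreen for endogenous-receptor signalling: CNG-channel HEK 293 cells report cAMP rise by membrane depolarization. After 60 min dye equilibration with 100 uM RO 20-1724, compounds incubated 30 min before bottom-read fluorescence at 590 nm.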
A350 fluor: compound fluoresces in the Alexa 350 spectral region. Compound autofluorescence, 340/450 nm, Alexa 350 dye-equivalents; active compounds read high. max dye-equivalent concentration, M. 11% of 59,000 active. AID 590; in the data active = max dye-equivalent concentration above about 10 nM; inconclusive = mostly about 1.1 nM to 9.6 nM
CRE-bla Fsk: modulators of forskolin-stimulated CRE signaling in CHO cells. CHO CRE-bla reporter (cAMP response element driving beta-lactamase), forskolin EC10, beta-lactamase ratio. Potency, µM (titrated, usually from 38.2 µM), for the others: at the highest dose activity change, negative = inhibition, most hits filed as activators. 2.5% of 71,000 active; active = well fitted activation curve with a large enough effect in the signal ratio, with a control signal flat, not every such curve was filed as active; inconclusive = small, poorly fitted or top-dose-only effect, or effect the other way, or a change in a side signal; the % refers to the signal ratio; also: potency is read from the fitted curve at half-maximal effect; % of control where 0% means no effect
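CRE-bla CHO cells stimulated with EC10 NKH 477 (water-soluble forskolin) and compound titrations, 3 h at 37C; beta-lactamase read with CCF4 after 2 h at room temperature. Activity from 460/530 nm emission ratio, AC50 values for positive or negative modulation.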
ERK AVP inh: vasopressin-driven ERK pathway inhibition; AID 995; 0.99% of 72,000 active; Potency, µM (titrated, usually from 57.5 µM), without a hit: top-dose activity, negative = inhibition, usual class: inhibitors; HEK293-V1b, vasopressin-stimulated pERK AlphaScreen; also: potency is read from the fitted curve at half-maximal effect; % is scaled to controls: 0 for no effect and ±100 for the full control effect; nearly all actives have a fitted effect of over 55% in size
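HEK293 cells stably expressing V1b receptor, preincubated 30 min at 37 °C with compound, then stimulated 5 min with 25 nM vasopressin. Phospho-ERK by AlphaScreen SureFire after 5 h RT; normalized to DMSO and vasopressin; AC50 by Hill fit.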
* hit, by the source's call; i = inactive; ? = inconclusive; . = no result given; [ ] = another dose, or the depositor's remark. Unless noted, calls follow the shape of the dose curve; as a rule, active = well fitted curve in the direction sought with a large enough effect; inconclusive = small, poorly fitted or top-dose-only effect, or another doubt; inactive = no such curve, though single readings can be large; an effect the other way counts as inactive or inconclusive.

molecule,Luciferase inh,BRCT inh green,Tau fil binding,Casp1 inh,Casp7 inh,BRCT inh red,USP2a inhib,HEK293 cAMP ctrl,A350 fluor,CRE-bla Fsk,ERK AVP inh
O=C(O)CCSc1nc2ccccc2s1,2.9%,-0.2%,-5.2%,0.8%,0.0%,-1.5%,-5.2%,22.2%,i,-4.2%,-10.1%
COCc1nnc(NC(=O)c2cccs2)s1,-3.0%,-3.1%,0.2%,1.2%,0.4%,-0.7%,2.8%,12.2%,i,0.7%,-17.3%
CC(=O)OC1CCC2(O)CC1(C)CCC1C2CC1(C)C (stereo unspecified),.,0.7%,.,1.7%,1.1%,-0.1%,6.6%,.,.,.,0.4%
Oc1cccc(-c2nc3ccccc3s2)c1,10µM*,0.9%,2.0%,-0.5%,-1.7%,-1.2%,9.4%,6.0%,i,-7.7%,-23.9%
O=C(CN1CCC(n2nnc3cc(C(F)(F)F)ccc32)CC1)Nc1ccc2c(c1)OCCO2,-6.6%,0.5%,-2.9%,-3.2%,-0.8%,-0.9%,21.4%,?,i,-1.7%,21.0%
COC(=O)C1(C)C=CC2(CCCCC2)N1C(=O)c1ccccc1 (stereo unspecified),.,-2.4%,-3.8%,-2.5%,-1.0%,0.7%,.,?,.,-6.8%,7.9%
Cc1ccc(C2CC(=O)N3CN(c4ccc(Br)cc4)CSC3=C2C#N)o1 (stereo unspecified),-7.9%,-1.6%,?,?,?,-4.4%,29.9%,7.6%,i,?,-15.8%
CC(C)(C)NC(=O)C(c1ccncc1)N(C(=O)c1csnn1)C1CC1 (stereo unspecified),?,0.5%,-10.6%,-6.0%,-4.1%,-1.0%,4.6%,5.7%,1.06e-06M*,-9.1%,-10.0%
CCC(=O)N(CCc1ccccc1C)Cc1cc2cc3c(cc2[nH]c1=O)OCO3,1.8%,2.0%,-4.1%,-1.9%,-2.5%,-2.0%,147.2%[activator],23.2%,8.24e-08M*,0.5%,8.7%
O=C(Oc1cccnc1)c1cccc(Cl)c1,-7.8%,-2.4%,-0.8%,0.8%,1.0%,0.4%,?,-0.3%,.,-0.9%,-7.8%
O=C(CCCCCN1C(=O)c2ccccc2C1=O)NCCc1nc2ccccc2[nH]1,-1.0%,-0.6%,-28.2%,-1.1%,-1.3%,-0.2%,22.7%,8.0%,i,3.3%,-4.9%
COC(=O)c1ccc(-c2nn(C)c(=O)c3ccccc23)cc1,1.3%,-0.7%,20.7%,2.9%,-2.5%,-0.4%,.,8.9%,.,?,-10.1%
CCN1CCC(NC(=O)c2cc(OC)c(OC)cc2OC)CC1,-1.0%,0.6%,-4.1%,-0.3%,-0.6%,0.6%,-8.5%,-0.3%,i,-1.5%,-24.8%
COCCNC(=O)C(OC(=O)c1cccs1)c1ccccc1 (stereo unspecified),-1.7%,-1.9%,-0.6%,1.5%,-0.5%,-0.5%,4.8%,-6.2%,i,-0.2%,1.8%
CCn1c(SCC(=O)N2CCN(c3ccc(F)cc3)CC2)nc2ccccc2c1=O,2.6%,-3.0%,2.8%,1.0%,-0.9%,-1.2%,6.9%,?,?,-10.6%,?
NC(CSCSCC(N)C(=O)O)C(=O)O (stereo unspecified),.,-0.4%,.,-1.2%,1.1%,0.6%,-5.1%,.,.,.,11.4%
COc1ccccc1NC(=O)CSc1nnc(-c2ccccc2)o1,-0.4%,-1.2%,-3.0%,0.8%,-1.1%,-1.3%,.,4.8%,.,8.3%,-4.3%
COc1cccc(NC(=O)COC(=O)c2ccco2)c1,-46.6%,-1.7%,-19.2%,-1.3%,5.4%,0.8%,0.8%,-0.7%,i,-3.1%,-1.1%
CC(C)NCC[C@@H](O)c1cc2ccccc2o1,2.7%[11.4 µM],-1.0%[15.4 µM],-13.3%[11.4 µM],-0.6%[11.5 µM],-3.0%[11.5 µM],-2.3%[15.4 µM],.,7.8%[11.4 µM],i,-9.2%[7.6 µM],9.7%[11.5 µM]
Cc1ccc(CNC(=O)C(OC(=O)c2ccco2)C(C)C)cc1 (stereo unspecified),3.9%,-2.0%,0.5%,-1.5%,-1.1%,0.0%,9.3%,27.0%,i,-2.1%,0.8%
Cc1c(C(=O)NCCN2CCOCC2)oc2ccc(S(=O)(=O)N3CCCCCC3)cc12,0.2%,-3.5%,-6.6%,-1.6%,-1.8%,0.4%,22.4%,13.7%,i,-2.2%,-21.3%
C/C=C/Cn1c(SC)nc2c1c(=O)[nH]c(=O)n2C,0.5%,-7.9%,0.1%,-2.2%,-1.4%,0.1%,0.7%,19.8%,i,10µM*,28.8%
Cc1cc(C)cc(N(C(=O)c2ccc3c(c2)OCO3)C2C=CS(=O)(=O)C2)c1 (stereo unspecified),0.3%,0.1%,-0.3%,1.9%,0.6%,-2.5%,6.1%,7.5%,i,-2.1%,-1.2%
Cc1cccn2cc(CNc3ccccc3)nc12,-18.3%,2.0%,-2.3%,0.1%,0.2%,-0.3%,-2.0%,5.1%,i,-4.2%,-33.6%
COc1ccccc1-c1noc(-c2ccccc2C(=O)N2CCOCC2)n1,4.8%,-1.0%,1.8%,3.3%,-0.2%,1.0%,7.3%,9.9%,i,?,-13.9%
O=C(O)/C=C/C=C/c1ccccc1,.,-1.8%,.,2.0%,0.2%,-0.1%,6.0%,.,.,.,-6.1%
Brc1ccc(Oc2nnnn2-c2ccccc2)cc1,0.0%,-1.9%,-6.0%,-0.1%,-4.2%,0.4%,.,21.4%,.,-0.8%,21.8%
CCOC(=O)Cc1csc(NC(=O)CSc2nnc(-n3nc(C)cc3C)c3ccccc23)n1,2.3%,3.1%,4.7%,-2.9%,-0.8%,0.8%,22.4%,?,2.26e-08M*,-8.2%,?
CC(=O)[C@@H]1[C@H]2[C@H](C(=O)[C@H]3OC[C@@H]2O3)[C@H]2C=Cc3ccccc3N21,.,-2.0%,.,?,?,-0.8%,.,.,.,.,?
COc1nc(NCC(C)C)nc(Oc2ccc(=O)n(-c3ccccc3)n2)n1,0.7%,-0.5%,-19.8%,5.6%,-2.0%,-0.1%,.,0.9%,.,12.6µM*,-1.8%
Cn1c(C(C#N)C2=C(Cl)C(=O)N(c3ccccc3)C2=O)nc2ccccc21 (stereo unspecified),-24.4%,-1.4%,-11.6%,-2.8%,-2.6%,-0.9%,3.7%,-54.4%[inhibitor],2.96e-08M*,?,12.8%
Cc1nn(CC(=O)Nc2ccc(C(=O)N3CCCC3)cc2)c(=O)c2ccccc12,-4.1%,-0.4%,-0.5%,-1.4%,3.6%,0.3%,0.5%,?,i,-5.3%,?
C[N+](C)(C)[C@H](Cc1c[nH]c(=S)[nH]1)C(=O)O,0.0%[11.4 µM],-2.0%[15.4 µM],-0.1%[11.4 µM],-1.4%[11.5 µM],-1.0%[11.5 µM],-2.9%[15.4 µM],.,5.2%[11.4 µM],i,9.8%[7.6 µM],8.5%[11.5 µM]

Complete entries from above. Order of values: Luciferase inh | BRCT inh green | Tau fil binding | Casp1 inh | Casp7 inh | BRCT inh red | USP2a inhib | HEK293 cAMP ctrl | A350 fluor | CRE-bla Fsk | ERK AVP inh
`CCN1CCC(NC(=O)c2cc(OC)c(OC)cc2OC)CC1` as listed: -1.0% | 0.6% | -4.1% | -0.3% | -0.6% | 0.6% | -8.5% | -0.3% | i | -1.5% | -24.8%
`COc1nc(NCC(C)C)nc(Oc2ccc(=O)n(-c3ccccc3)n2)n1` as listed: 0.7% | -0.5% | -19.8% | 5.6% | -2.0% | -0.1% | . | 0.9% | . | 12.6µM* | -1.8%
`C/C=C/Cn1c(SC)nc2c1c(=O)[nH]c(=O)n2C` as listed: 0.5% | -7.9% | 0.1% | -2.2% | -1.4% | 0.1% | 0.7% | 19.8% | i | 10µM* | 28.8%
`COC(=O)c1ccc(-c2nn(C)c(=O)c3ccccc23)cc1` as listed: 1.3% | -0.7% | 20.7% | 2.9% | -2.5% | -0.4% | . | 8.9% | . | ? | -10.1%
`Cc1cc(C)cc(N(C(=O)c2ccc3c(c2)OCO3)C2C=CS(=O)(=O)C2)c1` (stereo unspecified) as listed: 0.3% | 0.1% | -0.3% | 1.9% | 0.6% | -2.5% | 6.1% | 7.5% | i | -2.1% | -1.2%

Bioassay records as filed in PubChem.
